Screening results from PubChem BioAssay.
D1 agonist: agonists of human D1 dopamine receptor; P21728; AID 504660; activation, % at 2 µM; HEK293 T-REx D1 cells, calcium flux, agonist mode; hit rate 1% among 360,000; in the data active means activation above about 30%; further: 0% is about no effect
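Tetracycline-induced HEK293 TREx D1 cells, force-coupled to calcium signalling, were dye-loaded with a no-wash calcium kit. Compound was pin-added after a 10 s baseline. Fluorescence was read kinetically at 1 cycle/s for 180 s, with calcium rises flagged as agonism.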
Vif-A3F inh: blocks the Vif interaction with APOBEC3F; HeLa A3F-eYFP + Vif (tagged APOBEC3F with the HIV-1 protein that degrades it), YFP fluorescence increase; Potency, µM (series often up to 46.1 µM), for inactives: at the top dose activity, negative = active; AID 602313; hit rate 0.2% among 390,000; further: potency means the concentration at half of the fitted maximal effect; % of control where 0% means no effect; nearly all actives have a fitted effect of over 65% in size
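HeLa cells stably expressing Vif plus C-terminally eYFP-tagged A3F were seeded, incubated overnight at 37 deg C, dosed with compound, incubated overnight again at 37 deg C. Yellow fluorescence (Ex 488/Em 500-530) reported blocked Vif-mediated A3F-eYFP degradation.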
D2 potentiator: positive allosteric modulators of human D2 dopamine receptor | P14416 | HEK293 T-REx D2, calcium flux, EC20 dopamine potentiation | potentiation, % at 10 µM | hit rate 0.34% among 340,000;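 active means potentiation over 3 SD above the plate norm, cut at about 30% in these data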; further: 0% is about no effect
Target sequence (P14416 whole entry, looked up): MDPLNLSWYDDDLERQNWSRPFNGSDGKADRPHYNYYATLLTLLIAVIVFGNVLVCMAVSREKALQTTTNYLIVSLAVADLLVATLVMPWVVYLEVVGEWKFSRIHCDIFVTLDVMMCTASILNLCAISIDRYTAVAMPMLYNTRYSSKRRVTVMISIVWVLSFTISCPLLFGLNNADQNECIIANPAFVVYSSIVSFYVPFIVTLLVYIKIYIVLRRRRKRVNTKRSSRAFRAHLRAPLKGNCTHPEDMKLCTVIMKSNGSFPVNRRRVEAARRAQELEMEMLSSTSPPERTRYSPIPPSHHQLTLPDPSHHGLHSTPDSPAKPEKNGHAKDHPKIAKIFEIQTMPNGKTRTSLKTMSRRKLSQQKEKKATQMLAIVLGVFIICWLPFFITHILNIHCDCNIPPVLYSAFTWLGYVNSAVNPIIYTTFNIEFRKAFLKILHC
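Potentiation of an EC20 dopamine calcium response measured kinetically over 180 s, after a preceding 180 s compound-only read flagging agonists. Cells: inducible Hek293 Trex D2 line, 4000/well, cultured overnight at 30 C before dye loading.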
D1 antagonist: antagonists of human D1 dopamine receptor. AID 504652. P21728. hit rate 3.2% among 360,000. activity change, negative = inhibition, % at 10 µM. HEK293 TREx D1 cells, calcium flux, dopamine EC80; stronger effect = lower value; in the data active means activity change below about -30%; further: on the % scale 0 is the no-effect control and ±100 the full control effect
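Antagonism measured as reduced calcium response to an EC80 dopamine addition following 180 s compound pre-read; cells were inducible HEK293 Trex D1 plated overnight at 30 C, read kinetically at 1 cycle/sec.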
RXFP1 antagonist: blocks the human relaxin receptor RXFP1 | HEK293-RXFP1, relaxin-stimulated cAMP HTRF, 30 min; stronger effect = lower value | activity change, negative = inhibition, % at 57.5 µM | AID 1259400 | Q9HBX9 | hit rate 0.59% among 350,000;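 active means activity change of -60% or lower, but not beyond a set lower limit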; further: on the % scale 0 is the no-effect control and ±100 the full control effect
GRP78 ERSR act: ER stress response induction in glioma | U87-MG GRP78 promoter luciferase reporter, 16 h | Potency, µM, inactives show at the top dose activation, usual class: activators | hit rate 0.02% among 420,000 | AID 602332; further: potency means the concentration at half of the fitted maximal effect; series mostly up to about 76 µM; % of control where 0% means no effect; nearly all actives have a fitted effect of over 35% in size
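Stably transfected U87-MG glioma cells carrying a GRP78-based luciferase sensor; 16 h compound incubation. Luminescence end-point read 10 min after Bright-Glo addition at room temperature.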
Vif-A3G inh: Vif-A3G binding inhibition; hit rate 0.076% among 410,000; Potency, µM (titrated, usually from 46.1 µM), for inactives: at the highest dose activity, negative = active, hits mostly inhibitors; Q9HC16; HeLa A3G-eYFP + Vif (tagged APOBEC3G with the HIV-1 protein that degrades it), YFP fluorescence, overnight;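 further: potency means the concentration at half of the fitted maximal effect; on the % scale 0 is the no-effect control and ±100 the full control effect; nearly all actives have a fitted effect of over 60% in size; hits raise eYFP signal because A3G escapes Vif-driven loss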
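HeLa cells stably expressing Vif and C-terminally eYFP-tagged A3G, seeded overnight at 37 deg C, then exposed to compound by pintool overnight at 37 deg C. Rise in yellow fluorescence (Ex 488/Em 500-530, Acumen) marks blocked Vif-driven A3G degradation.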
RXFP1 ag: RXFP1 (human) receptor agonism | AID 2676 | HEK293T-RXFP1 cAMP TR-FRET, 30 min; response scale: percent of porcine relaxin response, buffer zero | Q9HBX9 | Potency, µM (top dose mostly 57.5 µM), for the others: top-dose activation, usual class: activators | hit rate 0.3% among 370,000; further: potency means the concentration at half of the fitted maximal effect; on the % scale 0 is the no-effect control and ±100 the full control effect; nearly all actives have a fitted effect of over 60% in size; many of its hits are not listed in these tables
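cAMP rise read by TR-FRET after 30 min, 37C compound exposure (up to 58 uM) in RXFP1-transfected HEK293 cells with Ro 20174 present. EC50 from Hill-equation fits, with 29 nM porcine relaxin as 100% and buffer as basal.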
D1 potentiator: potentiators of human D1 dopamine receptor. HEK293 TREx D1 cells, calcium flux, dopamine EC20 potentiation. hit rate 0.036% among 360,000. potentiation, % at 10 µM; in the data active means potentiation above about 30%; further: 0% is about no effect
An asterisk follows results filed as active; nt = not tested or not shown; & = joins results of further samples; ! = a repeat was not active. Unless noted, the call rests on the fitted dose curve; in most records, active means well fitted curve in the direction sought with a large enough effect; inconclusive means small, poorly fitted or top-dose-only effect, or another doubt; inactive means no such curve, though single readings can be large; an effect the other way counts as inactive or inconclusive.

1) O=C(NCCCN1CCCC1=O)c1cc2ccccc2o1
2) Cc1ccc(NC(=O)c2ccc(NC(=O)N3CCSc4ncccc43)cc2)cc1Cl
3) CCCOc1ccccc1N/C(=N/c1nc(C)cc(C)n1)NC(=O)COc1ccc(OC)cc1
4) COc1ccc([C@H]2CC(=O)C=C(c3cccc(Cl)c3)C2)cc1OC
5) COc1ccccc1CNS(=O)(=O)c1ccc2c(c1)CC(C)N2C(=O)C1CCC1 (configuration not stated)
6) COc1ccccc1-c1c(C)nn2c(N3CCN(c4ccccc4OC)CC3)cc(C)nc12
Assay by compound	1	2	3	4	5	6
D1 agonist	0	5	2	0	20&16	2
Vif-A3F inh	-4%	0%	1%	-1%	-1%&1%	-3%
D2 potentiator	17	0	11	12	-6&4	0
D1 antagonist	-7	-4	4	-21	-32*!	-29
RXFP1 antagonist	2	-14	-8	nt	-7&-10	nt
GRP78 ERSR act	0%	-4%	-6%	-2%	-4%&-3%	-3%
Vif-A3G inh	-8%	-2%	-7%	-6%	-3%&2%	-1%
RXFP1 ag	-0.5%	-0.6%	2.2%	2.2%	1.5%&0.5%	-0.9%
D1 potentiator	4	-2	-8	4	-17&0	nt

Looked up above.
cpd 6 in D2 potentiator shows 0
cpd 5 in D2 potentiator shows -6&4
cpd 1 in Vif-A3G inh shows -8%
cpd 2 in RXFP1 ag shows -0.6%

Next section:
7) O=C(O)c1ccc(S(=O)(=O)c2ccc3c(c2)C(=O)N(c2ccc(Br)cc2)C3=O)cc1
8) COc1ccc(/C=N/Nc2nc(C)nc(N)n2)cc1
9) COc1ccc(N2CCC(CNS(=O)(=O)c3cccc(C(F)(F)F)c3)C2)cc1 (configuration not stated)
10) CN1CCN(C(=O)c2ccc3c(c2)N(Cc2ccc(F)cc2)C(=O)c2ccccc2S3=O)CC1 (configuration not stated)
11) Cc1cc(NC(=O)Nc2ccccc2[N+](=O)[O-])no1
12) Cn1c(=O)n(CCOc2ccc(Cl)cc2Cl)c2ccccc21
Assay by compound	7	8	9	10	11	12
D1 agonist	3	0	4	2&0	1	0
Vif-A3F inh	0%	6%	-3%	0%&-1%	1%	1%
D2 potentiator	-2	-6	nt	-19&-10	-9	-4
D1 antagonist	5	16	-9	5&3	16	5
RXFP1 antagonist	-6	-3	12	-10	-2	3
GRP78 ERSR act	-4%	4%	-5%	-2%&-2%	4%	-2%
Vif-A3G inh	-3%	0%	0%	-1%&-2%	-3%	1%
RXFP1 ag	1.5%	-4.1%	-1.0%	0.0%&0.4%	0.8%	0.2%
D1 potentiator	-8	2	-8	6&0	-1	-1

13) C=CCN(C(=O)COC(=O)c1cc[n+]([O-])cc1)c1nc(-c2ccccc2)cs1
14) CC(C)(C)C(=O)/C=c1\s/c(=C\c2ccc(-c3ccc([N+](=O)[O-])cc3)o2)c(=O)n1CC(=O)NC(N)=O
15) Cc1c(C)c2ccc(OCC(=O)Nc3ccc(S(N)(=O)=O)cc3)c(C)c2oc1=O
16) CC(C)Cc1nccs1
17) COc1cc(-c2nnc3n2N=C(c2ccccc2)CS3)cc(OC)c1OC
18) COCCCn1c(SCC(=O)N2CC(=O)Nc3ccccc32)nnc1-c1ccoc1C
Assay by compound	13	14	15	16	17	18
D1 agonist	nt	894*	1	1	-1	2
Vif-A3F inh	0%	-293%	-7%	-4%	3%	1%
D2 potentiator	nt	-29	16	-8	10	-2
D1 antagonist	nt	8	-11	0	-18	-3
RXFP1 antagonist	3	-15	-14	2	2	8
GRP78 ERSR act	5%	1%	-2%	-5%	-6%	-4%
Vif-A3G inh	-10%	-9%	4%	-2%	-48%	0%
RXFP1 ag	nt	4.9%	13%	1.1%	13%	1.3%
D1 potentiator	nt	-11	-5	8	-7	-1

19) COc1ccc(C2=NN(C(=O)CSc3nc(=O)n4cccc(C)c4n3)C(c3ccc(C)cc3)C2)cc1 (configuration not stated)
20) Clc1nc(-c2ccccc2)cc(-c2ccc(Br)cc2)n1
21) Cc1nn(C)c(C)c1/C=N/NC(=O)CCn1nc(C)c([N+](=O)[O-])c1C
22) CN(C(=O)CC(=O)Nc1ccc2nc3n(c(=O)c2c1)CCCCC3)c1ccccc1F
23) CC(=O)Nc1nc(C)c(S(N)(=O)=O)s1
24) CC(C)C(=O)NC(NC1CCS(=O)(=O)C1)C(Cl)(Cl)Cl (configuration not stated)
25) CC1CN(C(=O)c2cc(F)c(F)cc2Cl)CC(C)O1 (configuration not stated)
Assay by compound	19	20	21	22	23	24	25
D1 agonist	2	nt	2	1	3	1	nt
Vif-A3F inh	6%	-17%	-16%	2%	2%	-24%	-3%
D2 potentiator	0	nt	-3	-8	2	7	nt
D1 antagonist	17	nt	11	-2	6	4	nt
RXFP1 antagonist	-14	2	18	nt	nt	-7	-13
GRP78 ERSR act	-1%	3%	-4%	1%	-5%	-4%	-6%
Vif-A3G inh	3%	2%	4%	5%	2%	0%	-3%
RXFP1 ag	4.9%	nt	5.9%	15%	-1.2%	-0.9%	nt
D1 potentiator	-2	nt	-7	-2	1	4	nt

Arranged by value in D1 antagonist (rising): 3 of the compounds above
entry	molecule	D1 antagonist
6	COc1ccccc1-c1c(C)nn2c(N3CCN(c4ccccc4OC)CC3)cc(C)nc12	-29
24	CC(C)C(=O)NC(NC1CCS(=O)(=O)C1)C(Cl)(Cl)Cl (configuration not stated)	4
7	O=C(O)c1ccc(S(=O)(=O)c2ccc3c(c2)C(=O)N(c2ccc(Br)cc2)C3=O)cc1	5

By substructure, the entries above containing a nitro group on carbon
11) Cc1cc(NC(=O)Nc2ccccc2[N+](=O)[O-])no1
14) CC(C)(C)C(=O)/C=c1\s/c(=C\c2ccc(-c3ccc([N+](=O)[O-])cc3)o2)c(=O)n1CC(=O)NC(N)=O
21) Cc1nn(C)c(C)c1/C=N/NC(=O)CCn1nc(C)c([N+](=O)[O-])c1C
Assay by compound	11	14	21
D1 agonist	1	894*	2
Vif-A3F inh	1%	-293%	-16%
D2 potentiator	-9	-29	-3
D1 antagonist	16	8	11
RXFP1 antagonist	-2	-15	18
GRP78 ERSR act	4%	1%	-4%
Vif-A3G inh	-3%	-9%	4%
RXFP1 ag	0.8%	4.9%	5.9%
D1 potentiator	-1	-11	-7

This is a subset; rates above refer to the full screens.
